Compound activity deposited in PubChem by Broad Institute.
esBAF inh: blocks esBAF chromatin remodeling in mouse ES cells; reporter increase, % at 12.5 µM; AID 602393; Bmi1-luciferase knock-in reporter, 24 h; 100% = twice the neutral-well signal; 350,000 tested, 2% active; in the data active = activation above about 40%;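 note: 0% = median of the plate's neutral control wells and 100% = double that signal; a rise in the Bmi1 reporter signal indicates esBAF inhibition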
C2C12 statin: protects C2C12 myotubes from simvastatin toxicity. ATP luminescence, 48 h; scaled: DMSO 0, geranylgeraniol control 100. rescue of ATP level, % at 7.49 µM. 330,000 tested, 0.78% active. AID 602340;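 active = mean ATP rescue above about 67%, or every replicate alone reaching that limit, limit read from the data, passing the limit was not always enough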;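 note: myotubes were challenged with 10 µM simvastatin during compound exposure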
ERp5 block: inhibitors of human ERp5; Q15084; ERp5 insulin aggregation, absorbance 650 nm, 90 min; inhibition, % at 9.99 µM; 350,000 tested, 0.05% active;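 active = mean replicate inhibition above about 25%, with every replicate also reaching it, limit read from the data, passing the limit was not always enough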
Target sequence (Q15084 whole entry, looked up): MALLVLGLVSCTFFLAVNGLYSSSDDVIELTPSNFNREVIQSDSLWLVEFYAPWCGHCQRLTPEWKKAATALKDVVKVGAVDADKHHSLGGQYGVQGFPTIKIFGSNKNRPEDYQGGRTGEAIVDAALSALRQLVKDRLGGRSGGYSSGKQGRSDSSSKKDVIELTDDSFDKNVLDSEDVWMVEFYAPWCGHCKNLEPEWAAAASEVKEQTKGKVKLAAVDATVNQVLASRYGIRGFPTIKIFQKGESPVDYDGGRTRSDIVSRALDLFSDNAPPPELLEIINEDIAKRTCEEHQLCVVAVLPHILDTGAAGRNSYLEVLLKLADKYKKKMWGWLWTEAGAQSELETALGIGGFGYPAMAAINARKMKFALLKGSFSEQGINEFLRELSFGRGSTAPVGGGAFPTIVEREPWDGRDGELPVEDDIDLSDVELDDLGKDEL
miR122 inh: inhibitors of miR-122 in Huh7 cells; Huh7 miR-122 Renilla luciferase sensor, 48 h; neutral wells = 0, positive control = 100; activation (reporter increase), % at 12.5 µM; AID 602342; 340,000 tested, 0.3% active;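 active = mean replicate activation score at least 90 and every replicate individually at or above 90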;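 note: higher luciferase means less miR-122 activity so hits act as miR-122 inhibitors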
Cneo AK release: Cryptococcus neoformans lysis via adenylate kinase release; C. neoformans lysis, adenylate kinase release luminescence, 4 h; normalised: neutral wells 0, clomiphene wells 100; 360,000 tested, 0.2% active; AID 651654; lysis activity, % at 15 µM;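 active = mean lysis activity across replicates of at least 80%, whatever share of replicates individually reach that level; inactive = mean lysis activity below 80%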
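Assay system: Cryptococcus neoformans yeast cells / Dosing: single-point compound dose / Timing: 4 h at 37 °C static, read 1 h later / Measured by: luminescence of released adenylate kinase using an AK detection reagent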
SIRT5 inh: sirtuin-5 (human) deacylase inhibition. Purified SirT5, succinyl-peptide AMC, trypsin-coupled fluorescence. 330,000 tested, 1.1% active. inhibition, % at 15 µM. Q9NXA8; in the data active = inhibition above about 15%
Target sequence (Q9NXA8 whole entry, looked up): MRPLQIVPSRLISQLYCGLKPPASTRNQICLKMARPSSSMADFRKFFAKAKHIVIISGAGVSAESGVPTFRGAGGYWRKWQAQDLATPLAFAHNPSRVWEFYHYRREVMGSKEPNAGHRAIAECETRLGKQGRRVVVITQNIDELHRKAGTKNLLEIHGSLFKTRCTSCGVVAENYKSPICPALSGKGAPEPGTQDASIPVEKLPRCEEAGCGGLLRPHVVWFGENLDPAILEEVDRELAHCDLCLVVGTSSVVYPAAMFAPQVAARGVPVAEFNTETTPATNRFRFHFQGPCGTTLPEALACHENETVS
ARNT-TACC3 inh: disrupts binding between human ARNT and TACC3; 390,000 tested, 0.66% active; inhibition, % at 9.99 µM; Q9Y6A5; AlphaScreen His-ARNT PAS-B/GST-TACC3 binding, luminescence; TACC3 fragment carries E629A point mutation;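 active = mean inhibition of replicates at least 50% and at least half of replicates each reaching 50%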;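 note: 0% = complete ARNT plus TACC3 wells and 100% = ARNT alone without TACC3; many hits fall short of the cut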
Active calls of the source: *; x = no result given; [ ] = remark or other dose.

SMILES	esBAF inh	C2C12 statin	ERp5 block	miR122 inh	Cneo AK release	SIRT5 inh	ARNT-TACC3 inh
C[C@@H]1CN([C@H](C)CO)S(=O)(=O)c2ccc(-c3cccc(C(=O)N(C)C)c3)cc2O[C@@H]1CN(C)C(=O)Nc1ccccc1	-5.5	-13.0	-4.8	29.9[16.7 µM]	-3.3	7.8	-8.3
CC(=O)c1c(N2CCCC2)[nH]c(-c2ccccc2)nc1=S	x	x	-5.9	x	x	1.7	6.2
COc1ccc(C2Nc3ccccc3C(=O)N2NC(C)=O)cc1OC (configuration not stated)	x	x	2.8	x	x	-6.9	-3.7
CCN(c1ccccc1)c1cc(C)nc2nc(C)nn12	2.1	-1.5	2.3	-4.0	-0.2	1.5	-3.1
O=C(/C=C/c1ncc(C(F)(F)F)cc1Cl)OCc1ccccc1	3.4	8.6	2.6	-2.6	-1.4	-4.2	7.8
Cc1cccc(CCNC(=O)CCNC(=O)Cn2ccc3ccccc3c2=O)c1	5.4	3.7	x	0.2	0.4	x	-5.0
COc1cccc(C(=O)NCc2ccc(-c3nc4ccccc4s3)cc2)c1	51.8*	-19.7	x	2.3	x	x	-5.3
CCCCn1c(SCC(=O)c2ccc3c(c2)NC(=O)CO3)nc2cc(S(N)(=O)=O)ccc21	x	x	3.4	x	x	1.2	2.2
Cc1ccc(NC(=S)N2CCN(c3ccccn3)CC2)cc1C	7.4	18.7	-0.6	-4.0	6.3	0.4	2.8
O=C(Cn1nnc(-c2ccccc2F)n1)N1CCCCC1	25.3	4.0	-2.3	-0.2	1.6	-0.5	-1.4
COc1ccc(S(=O)(=O)NCCC(=O)OCC(=O)NC2CC2)cc1	-2.2	-3.4	-1.5	-9.5	0.6	x	-5.1
O=c1c(-c2ccc(O)cc2)coc2c(C3O[C@H](CO)[C@@H](O)[C@H](O)[C@H]3O)c(O)ccc12 (some centres not stated)	-2.7	6.2	2.6	-6.2	4.4	-1.2	-9.8
COc1cc(OC)cc(-c2cc3nc(C)c(CCC(=O)NCc4ccccc4)c(C)n3n2)c1	-66.7	27.6	-3.3	1.6	-1.8	3.2	-9.2
S=C1NCCOCCOCCOCCOCCN1	-6.2	7.1	-8.3	0.0	0.6	-6.5	7.4
CC(C)CNC(=O)C1CCN(c2ccc(S(=O)(=O)N3CCOCC3)cc2Cl)CC1	4.8	27.8	x	1.1	-0.9	x	0.3
CC(C)C1Nc2ccc(C(=O)NCc3ccco3)cc2NC1=O (configuration not stated)	2.0	-0.6	-3.2	-1.9	45.7	-1.4	-8.0
C[C@@H]1CN([C@H](C)CO)C(=O)c2cc(NS(=O)(=O)c3ccccc3)ccc2O[C@@H]1CN(C)S(C)(=O)=O	-0.8	17.4	5.8	-27.3[16.7 µM]	-8.7	4.7	1.7
O=C(C[C@@H]1CC[C@H](NC(=O)C2CCC2)[C@H](CO)O1)NCC1CC1	5.1	6.3	2.8	2.7[16.7 µM]	-24.0	-1.1	-0.9
COC(=O)[C@@H]1C[C@H]2CC[C@H](O)C[C@H]2N1Cc1ccc(C)s1	-2.2	2.3	0.2	4.3	-4.1	x	2.0
CC(C)Oc1cccc(C(=O)C2CCCN(C(=O)c3ccsc3)C2)c1 (configuration not stated)	-5.5	-1.0	4.0	1.4	x	-5.1	-1.8
O=C(c1ccccc1)c1ccc(C(=O)N2CCN(c3ccc(F)cc3)CC2)o1	7.8	22.4	x	-5.4	1.0	x	4.0
CNC(=O)N1CCN(C(=O)NC)CC1	-3.4	8.0	-1.2	0.0	2.1	-2.0	-3.0
CN(Cc1cccnc1)C(=O)c1cc(COc2ccc3c(c2)CCCC3)on1	85.7*	-18.1	1.4	-10.6	-1.1	3.6	-14.6
COc1ccccc1NC(=O)C1=C(C)Nc2ncnn2C1c1ccccc1C (configuration not stated)	1.3	-11.6	x	-6.7	-1.5	x	-4.6
CCOC(=O)C(NCc1ccc2c(c1)OCO2)(NC(=O)CC)C(F)(F)F (configuration not stated)	-5.5	-2.1	x	0.5	1.0	x	0.9
C[C@H]1CN([C@@H](C)CO)S(=O)(=O)c2ccc(C3=CCCCC3)cc2O[C@H]1CN(C)C(=O)CC1CC1	0.7	x	0.7	9.9[16.7 µM]	-1.4	2.9	2.3
Cc1ccc(SCCN2CCN(C)CCC2=O)cc1	12.7	8.7	x	2.4	-0.9	x	-2.6
CCC(=O)Nc1cc(-c2nn(C)c(=O)c3ccccc23)ccc1N1CCCCC1	8.3	x	x	7.9	-1.2	x	-4.9
CC(NC(=O)Cn1cc([N+](=O)[O-])cn1)c1ccc(C(C)(C)C)cc1 (configuration not stated)	x	x	3.2	x	x	-2.1	5.5
COc1ccc(S(=O)(=O)N2CCOCC2)cc1NC(=O)C1COc2ccccc2O1 (configuration not stated)	3.5	-4.0	-5.2	9.4	0.9	-1.4	15.7
COc1ccccc1OCCCCNC(C)(C)C	3.4	5.0	-1.0	-6.8	-1.1	-2.7	0.9
COC(=O)[C@@]12CCCCN1[C@H](c1ccc(-c3ccc(C(C)=O)cc3)cc1)[C@@H]1C(=O)N(C)C(=O)[C@@H]12	19.2	4.4	1.2	-3.0	-0.8	-0.5	2.0
O=C(O)c1cccc(S(=O)(=O)Nc2cccc3ccccc23)c1	7.3	-3.1	9.5	9.2	10.1	1.6	-4.9
CCCCNC(=O)Nc1ccc2c(c1)N(C)C(=O)c1ccccc1S2	-2.8	-2.2	0.4	x	0.5	-3.4	-2.9
O=C(O)c1cccc(S(=O)(=O)Nc2ccccc2Cl)c1	-2.8	-4.4	x	x	-2.6	x	-3.1
CN(CC(=O)NC1CCCCC1)S(=O)(=O)c1cccc2cccnc12	-0.7	-5.4	-1.9	-3.2	1.6	x	5.0

esBAF inh: what is marked active above.
structure	esBAF inh	ERp5 block	miR122 inh	SIRT5 inh	ARNT-TACC3 inh
COc1cccc(C(=O)NCc2ccc(-c3nc4ccccc4s3)cc2)c1	51.8*	x	2.3	x	-5.3
CN(Cc1cccnc1)C(=O)c1cc(COc2ccc3c(c2)CCCC3)on1	85.7*	1.4	-10.6	3.6	-14.6

The results go on.
SMILES	esBAF inh	C2C12 statin	ERp5 block	miR122 inh	Cneo AK release	SIRT5 inh	ARNT-TACC3 inh
CN(CC(=O)Nc1cccc(F)c1)C(=O)c1cn(-c2ccccc2)nc1-c1ccccc1	x	x	-0.7	x	-1.6	-0.4	3.8
COc1ccccc1C=NN=Cc1ccccc1OC	9.6	-1.0	0.0	x	1.6	-4.4	5.0
COc1ccccc1Nc1nc2ccc(C)cc2n2cnnc12	34.3	5.2	4.1	x	x	2.8	-13.0
O=[N+]([O-])c1ccccc1SN(Cc1ccccc1)c1ccccn1	x	x	4.1	x	x	4.7	11.0
CCCn1c2ccccc2c2nnc(SCCN3CCOCC3)nc21	0.5	-18.2	2.9	-8.5	-0.4	18.9*	5.6
COC(=O)CCC(=O)N1CCc2cc(S(=O)(=O)N3CCN(c4ccccc4Cl)CC3)ccc21	-1.2	-3.8	x	-2.9	5.1	x	-9.8
O=C(Nc1cccc(Br)c1)c1cc(=O)c2ccccc2o1	2.8	-1.4	0.4	-3.1	2.5	-3.1	1.3
O=C(C[C@@H]1CC[C@@H]2[C@H](COC[C@H](O)CN2S(=O)(=O)c2cccc(Cl)c2)O1)NC1Cc2ccccc2C1	-8.0	7.2	2.9	-3.3[16.7 µM]	-0.2	-3.5	15.2
CC(=O)N(C)C[C@H]1Oc2cc(C#C[C@H](C)O)ccc2S(=O)(=O)N([C@@H](C)CO)C[C@H]1C	-2.6	-12.7	3.7	-5.4[16.7 µM]	5.0	-1.5	2.8
O=C(OCC(=O)N1CCc2ccccc21)C1CCCN1S(=O)(=O)c1ccc(Cl)cc1 (configuration not stated)	-4.7	-7.6	2.3	-3.1	-1.0	-1.4	0.0
COc1ccc(S(=O)(=O)N2CCC(C(=O)N3CCCC3)CC2)cc1	0.9	25.6	x	4.1	2.1	x	-3.8
Cc1ccc(NC(=O)CN2C(=O)COc3ccc(S(=O)(=O)N4CCCC4)cc32)c(C)c1	-6.3	6.7	5.0	2.2	-1.1	-2.4	3.7
CCN1CCN(S(=O)(=O)c2ccc(C(=O)Nc3sc4c(c3C(N)=O)CCN(CC)C4)cc2)CC1	0.1	4.6	0.8	-12.0	-1.6	-10.7	-2.7
Cc1occc1-c1n[nH]c(=S)n1-c1ccccc1	x	x	1.5	-3.0	-4.1	0.5	-8.2
COc1ccc(CN(C)C[C@H]2Oc3ccc(NC(=O)NC4CCCCC4)cc3CC(=O)N([C@@H](C)CO)C[C@H]2C)cc1	-2.9	-3.6	8.0	0.1[16.7 µM]	-1.1	5.7	-6.1
COC(=O)c1ccc2nc(-c3ccco3)c(Cc3ccc(OC)cc3C)n2c1	-5.4	4.8	-0.1	-5.9	0.7	2.7	x
NC(=O)c1ccc(Oc2ccc(Cl)cc2)c([N+](=O)[O-])c1	-9.0	10.8	1.9	x	x	-0.9	-1.2
O=C(CSCc1ccccc1)Nc1ccc(F)c(F)c1	x	x	x	8.2	-1.6	x	-1.1
O=C1Nc2ccccc2N=C(c2ccc3c(c2)OCO3)C1N(C(=O)c1ccnc2ccccc12)c1ccccc1 (configuration not stated)	11.9	11.9	2.0	-1.5	2.9	x	x
Cc1cc(C(=O)CSc2n[nH]c(N)n2)c(C)n1-c1ccc2c(c1)OCO2	x	x	x	-8.0	4.1	x	7.0
Cn1c(=O)c2c(nc(NCc3cccnc3)n2Cc2ccccc2Cl)n(C)c1=O	x	x	-1.0	x	x	-0.4	-1.8
COc1ccc(N2CCN(C(=O)c3cc4c(C)nc5ccccc5c4o3)CC2)cc1	7.8	-23.1	2.3	-1.7	2.1	-1.1	12.6
COCCNC(=O)C(=O)Nc1ccc(Br)cc1	48.7*	-19.5	x	-9.1	1.8	x	-11.3
O=C(CCC1CCCC1)NCCS(=O)(=O)N1CCN(c2ccccc2)CC1	4.3	-6.1	13.3	x	0.4	-1.5	-1.2
O=C(Cc1ccccn1)NCC[C@H]1CC[C@@H](NC(=O)Nc2ccc(F)cc2)[C@@H](CO)O1	-2.7	-7.0	2.4	x	0.5	0.3	7.1
N#C/C(=C\C=C\c1ccccc1[N+](=O)[O-])c1nc(-c2ccc3c(c2)OCO3)cs1	0.1	23.5	x	-0.7	4.0	x	-2.8

Filtered by structure: those above with fluorine (7)
SMILES	esBAF inh	C2C12 statin	ERp5 block	miR122 inh	Cneo AK release	SIRT5 inh	ARNT-TACC3 inh
O=C(/C=C/c1ncc(C(F)(F)F)cc1Cl)OCc1ccccc1	3.4	8.6	2.6	-2.6	-1.4	-4.2	7.8
O=C(Cn1nnc(-c2ccccc2F)n1)N1CCCCC1	25.3	4.0	-2.3	-0.2	1.6	-0.5	-1.4
O=C(c1ccccc1)c1ccc(C(=O)N2CCN(c3ccc(F)cc3)CC2)o1	7.8	22.4	x	-5.4	1.0	x	4.0
CCOC(=O)C(NCc1ccc2c(c1)OCO2)(NC(=O)CC)C(F)(F)F (configuration not stated)	-5.5	-2.1	x	0.5	1.0	x	0.9
CN(CC(=O)Nc1cccc(F)c1)C(=O)c1cn(-c2ccccc2)nc1-c1ccccc1	x	x	-0.7	x	-1.6	-0.4	3.8
O=C(CSCc1ccccc1)Nc1ccc(F)c(F)c1	x	x	x	8.2	-1.6	x	-1.1
O=C(Cc1ccccn1)NCC[C@H]1CC[C@@H](NC(=O)Nc2ccc(F)cc2)[C@@H](CO)O1	-2.7	-7.0	2.4	x	0.5	0.3	7.1

Compounds as they come, and some 4% of all compounds hit somewhere here.
